Runt-SMMHC FRET: inhibitors of human RUNX1 Runt domain binding to CBFb-SMMHC. Q01196+Q13951. Cerulean-Runt/Venus-CBFb-SMMHC FRET ratio 530/480, 1 h. inhibition, % at 20 µM. 220,000 compounds, 0.74% hits;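 active means mean inhibition across duplicate retests at 20 µM reaching about 50%, limit read from the data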;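 further: 0% = DMSO wells and 100% = wells with excess untagged CBFb-SMMHC; inhibitors lower the FRET ratio by blocking Runt binding to CBFb-SMMHC; some results filed as inactive read as strong as hits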
FXIa inh: blocks human coagulation factor XIa protease activity; P03951; purified FXIa, Boc-Glu-Ala-Arg-AMC fluorogenic substrate; inhibition, % at 5 µM; 220,000 compounds, 0.14% hits;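 active means inhibition of at least 40%; inactive means inhibition below 40%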;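 further: fluorescence of freed AMC excited at 355 nm; 0% = enzyme without compound and 100% = no enzyme blank; many of its hits are not listed in these tables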
Target sequence (P03951 19-387 limits assumed): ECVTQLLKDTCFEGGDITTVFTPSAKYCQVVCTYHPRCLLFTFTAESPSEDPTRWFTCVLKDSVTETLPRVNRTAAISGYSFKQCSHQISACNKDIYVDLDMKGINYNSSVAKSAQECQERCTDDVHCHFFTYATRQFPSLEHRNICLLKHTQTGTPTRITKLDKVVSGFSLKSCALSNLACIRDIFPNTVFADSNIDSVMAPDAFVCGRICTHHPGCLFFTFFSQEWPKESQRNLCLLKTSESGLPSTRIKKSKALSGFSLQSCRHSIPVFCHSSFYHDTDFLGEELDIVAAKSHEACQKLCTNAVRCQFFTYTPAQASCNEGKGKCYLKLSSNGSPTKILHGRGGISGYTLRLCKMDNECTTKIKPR
Target sequence (P03951 388-625 limits assumed): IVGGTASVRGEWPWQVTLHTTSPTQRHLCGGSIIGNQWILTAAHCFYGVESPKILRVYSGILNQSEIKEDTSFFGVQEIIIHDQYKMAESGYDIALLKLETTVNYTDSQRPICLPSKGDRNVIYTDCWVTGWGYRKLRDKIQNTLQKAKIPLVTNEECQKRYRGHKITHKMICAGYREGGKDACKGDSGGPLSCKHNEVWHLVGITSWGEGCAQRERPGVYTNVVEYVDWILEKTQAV
Hck Nef HTS: blocks Nef-activated human Hck kinase; inhibition, % at 20 µM; 220,000 compounds, 0.68% hits; P08631; Recombinant Hck-YEEI plus Nef, Z-Lyte FRET kinase assay; AID 463187;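 active means Hck-Nef kinase inhibition above about 50%, limit read from the data; inactive means inhibition below that limit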;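 further: 0% = DMSO with Hck plus Nef and 100% = Hck alone without Nef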
FXIIa inh: blocks human coagulation factor XIIa protease activity; P00748; purified FXIIa, Boc-QGR-AMC fluorogenic substrate, 2 h; inhibition, % at 5 µM; 220,000 compounds, 0.3% hits; AID 800; in the data active means inhibition above about 40%;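 further: 0% = enzyme with no compound and 100% = blank without enzyme; many of its hits are not listed in these tables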
Wee1 degr inh: inhibitors of human Wee1 degradation; P30291; HeLa Luc-Wee1K328M stability, luciferase luminescence; 100% = proteasome inhibitor MG132 effect; reporter increase, % at 5 µM; 220,000 compounds, 1.2% hits; AID 1321;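 active means activation above the mean of all tested compounds plus 3 SD, set per screening run, cut at about 8.8% in these data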;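 further: cells exposed to compound for 20 h before luminescence read; 0% = DMSO alone and 100% = MG132 at 30 µM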
Runt-CBFb FRET: inhibitors of human RUNX1 Runt domain binding to CBFb; Q01196+Q13951; Cerulean-Runt/Venus-CBFb FRET ratio 530/480, 1 h; inhibition, % at 20 µM; 220,000 compounds, 0.46% hits; AID 1496;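 active means inhibition over about 50% at 20 µM in the single-dose screen, limit read from the data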;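 further: 0% = DMSO wells and 100% = excess unlabeled CBFb competitor control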
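Schedule: protein complex preformed 1 h, compound exposure 1 h, room temperature, dark; test system: Cerulean-labeled Runt domain protein; amount: 100 nM per protein; buffer or medium: Tris 50 mM pH 7.5, KCl, K2SO4, 0.01% BSA; read-out: loss of energy transfer signal; detection: FRET fluorescence; controls: 5 µM unlabeled CBFb as full-inhibition high control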
KLK5 inh: kallikrein 5 (human) inhibition; recombinant hK5, fluorogenic AMC substrate cleavage; inhibition, % at 5 µM; 210,000 compounds, 0.59% hits; Q9Y337;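 active means inhibition of 40% or more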;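 further: 0% = enzyme controls without compound and 100% = no-enzyme blanks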
Target sequence (Q9Y337 67-293 limits assumed): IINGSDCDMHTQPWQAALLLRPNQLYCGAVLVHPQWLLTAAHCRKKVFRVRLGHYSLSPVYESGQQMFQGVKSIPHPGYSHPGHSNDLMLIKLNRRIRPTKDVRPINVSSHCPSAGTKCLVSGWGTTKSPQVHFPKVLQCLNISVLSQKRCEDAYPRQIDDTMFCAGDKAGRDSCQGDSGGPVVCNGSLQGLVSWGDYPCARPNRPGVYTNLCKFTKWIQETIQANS
14-3-3 Bad inh: disrupts binding of bovine 14-3-3 zeta to phospho-Bad peptide | TR-FRET 14-3-3zeta/Dy647-pBad peptide displacement, 1 h | inhibition, % at 21.7 µM | 220,000 compounds, 0.71% hits | P63103;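 active means inhibition above about 70%, limit read from the data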;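 further: 0% = full 14-3-3 plus peptide FRET controls and 100% = background without 14-3-3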
Target sequence (P63103 whole entry, looked up): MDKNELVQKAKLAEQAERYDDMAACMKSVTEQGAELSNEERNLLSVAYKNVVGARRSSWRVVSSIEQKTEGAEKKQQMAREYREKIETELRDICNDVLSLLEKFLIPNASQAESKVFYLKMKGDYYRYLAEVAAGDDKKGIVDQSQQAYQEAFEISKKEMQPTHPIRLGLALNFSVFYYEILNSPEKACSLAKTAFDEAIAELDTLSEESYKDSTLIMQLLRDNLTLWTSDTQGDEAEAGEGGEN
Thrombin inh: blocks human thrombin protease activity | 220,000 compounds, 0.26% hits | alpha-thrombin, Boc-VPR-AMC fluorogenic substrate cleavage | inhibition, % at 5 µM | P00734;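 active means inhibition at or above 40%; inactive means inhibition below 40%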;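 further: 0% = enzyme with no compound and 100% = wells without enzyme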
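System – human alpha-thrombin protein · Reagent – Boc-VPR-AMC substrate, 15 µM final · Compound – 5 µM single dose in 0.2% DMSO · Schedule – reaction at room temperature · Technique – AMC fluorescence at 355 nm excitation and 460 nm emission · Read-out basis – % inhibition relative to enzyme controls and enzyme-free blanks · Control set – no-compound enzyme wells and no-enzyme blanks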
The depositor's hits bear a star; . = not tested or not shown; [ ] = another dose, or the depositor's remark.

SMILES | Runt-SMMHC FRET | FXIa inh | Hck Nef HTS | FXIIa inh | Wee1 degr inh | Runt-CBFb FRET | KLK5 inh | 14-3-3 Bad inh | Thrombin inh
COCCn1c(SCC(=O)Nc2nnc(C)s2)nnc1-c1c[nH]c2ccccc12 | -1 | 3 | 1 | 17 | -2 | 1 | -9 | -12 | 1
COc1ccc(C)cc1NC(=O)C1CC(=O)N(Cc2ccco2)C1 (centres undefined) | 3 | -9 | 0 | 2 | 4 | 0 | -21 | -5 | -2
Nc1nonc1C(=O)NCCNCc1c(OCc2ccccc2F)ccc2ccccc12 | 4 | 1 | -20 | 10 | -1 | 0 | 11 | -7 | 1
CCS(=O)(=O)CCSc1nc2ccccc2o1 | 2 | -5 | 5 | 2 | -2 | 0 | -2 | -1[fluorescence artefact?] | -8
O=C1NC2(CCCCCC2)N=C1c1ccc(F)cc1 | 2 | 0 | -1 | 2 | -1 | 4 | -4 | -5 | -6
O=C(Oc1ccc2ccccc2c1)c1ccco1 | -1 | 4 | -16 | 29 | 0 | -1 | 17 | 5[fluorescence artefact?] | 24
CCOc1ccc(C(=O)Nc2cc(C)on2)cc1 | -1 | -7 | -2 | 8 | 5 | -2 | -8 | -11 | -5
Cc1cc(C(=O)COc2cccnc2[N+](=O)[O-])c(C)n1Cc1cccs1 | -2 | -2 | 24 | 3 | -1 | 11 | -5 | -18 | -10
O=C(Nc1nc(-c2ccncc2)cs1)c1ccco1 | -12 | 1 | 7 | 13 | 0 | -1 | -8 | -5[fluorescence artefact?] | -7
COc1ccc(-n2c(=O)c3ccccc3n(CC(=O)Nc3cccc(OC)c3)c2=O)cc1 | -1 | 2 | 18 | 6 | 1 | -1 | 2 | -4 | -12
O=c1oc(-c2cc3ccccc3o2)nc2sc3c(c12)CCCC3 | -51 | 8 | 2 | 16 | 0 | -2 | -6 | -13 | 5
COc1ccccc1NS(=O)(=O)N(C)C | -1 | -11 | 0 | 9 | 4 | 3 | -1 | 11[fluorescence artefact?] | -3
O=C(Nc1nc2ccc(S(=O)(=O)N3CCCCC3)cc2s1)c1ccncc1 | -10 | 3 | 1 | 3 | -3 | 0 | -3 | 7 | -7
O=C(CSc1ccc2c(c1)OCCO2)NCc1ccco1 | 1 | 18 | 0 | 24 | -3 | 5 | -28 | 4 | -4
CCOC(=O)C(C)Sc1nc(N)c(NC(=O)c2ccc(OC)c(OC)c2)c(=O)[nH]1 (centres undefined) | -2 | -2 | 0 | 7 | 2 | -1 | -34 | 1[fluorescence artefact?] | -13
Cc1cccc(NC(=S)NCc2ccc3c(c2)OCO3)c1C | 2 | 11 | 3 | 8 | -1 | 0 | -6 | -14 | 0
CCOC(=O)c1c(C)[nH]c(C(=O)OCC(=O)N2CCc3ccccc32)c1C | 3 | 7 | 92* | 15 | 2 | -7 | -20 | 44 | -9
CN(CCCN1CCCCC1)C(=O)CCc1nnc(C2CCCCC2)o1 | 4 | -4 | 15 | 1 | 4 | 0 | -7 | -11 | -3
COc1ccc(CCN(Cc2cc3ccc(C)cc3[nH]c2=O)C(C)=O)cc1OC | 3 | 0 | -40 | 9 | -1 | 0 | 1 | 1 | 0
COc1ccc(Cn2c(CCC(=O)Nc3ccccc3)nc3cccnc32)cc1 | -1 | 0 | -18 | 9 | -1 | -2 | -11 | 3 | 1

Six compounds from above, arranged by the value under Thrombin inh, rising:
SMILES | Runt-SMMHC FRET | FXIa inh | Hck Nef HTS | FXIIa inh | Wee1 degr inh | Runt-CBFb FRET | KLK5 inh | 14-3-3 Bad inh | Thrombin inh
COc1ccc(-n2c(=O)c3ccccc3n(CC(=O)Nc3cccc(OC)c3)c2=O)cc1 | -1 | 2 | 18 | 6 | 1 | -1 | 2 | -4 | -12
Cc1cc(C(=O)COc2cccnc2[N+](=O)[O-])c(C)n1Cc1cccs1 | -2 | -2 | 24 | 3 | -1 | 11 | -5 | -18 | -10
COc1ccccc1NS(=O)(=O)N(C)C | -1 | -11 | 0 | 9 | 4 | 3 | -1 | 11[fluorescence artefact?] | -3
Cc1cccc(NC(=S)NCc2ccc3c(c2)OCO3)c1C | 2 | 11 | 3 | 8 | -1 | 0 | -6 | -14 | 0
COCCn1c(SCC(=O)Nc2nnc(C)s2)nnc1-c1c[nH]c2ccccc12 | -1 | 3 | 1 | 17 | -2 | 1 | -9 | -12 | 1
O=C(Oc1ccc2ccccc2c1)c1ccco1 | -1 | 4 | -16 | 29 | 0 | -1 | 17 | 5[fluorescence artefact?] | 24

Next records:
SMILES | Runt-SMMHC FRET | FXIa inh | Hck Nef HTS | FXIIa inh | Wee1 degr inh | Runt-CBFb FRET | KLK5 inh | 14-3-3 Bad inh | Thrombin inh
CCOc1ccc(-n2c(Cc3cc(=O)[nH]c(=O)[nH]3)nnc2SC(C)C)cc1 | 1 | 5 | 1 | 16 | 3 | 8 | 0 | 4 | 0
CCOC(=O)CCC(=O)NCc1ccc2[nH]c(C)cc2c1 | -36 | -5 | 0 | -2 | 4 | -9 | 7 | -4 | -8
O=C1C2CCCN2C(c2cccs2)N1c1ccc(F)cc1 (centres undefined) | -2 | 1 | 8 | 12 | -1 | -1 | 17 | 1 | -3
CCCCOc1ccc(C2C(=O)N(C3CCCCC3)CC(=O)N2CC2CCCO2)cc1 (centres undefined) | 0 | 0 | 0 | -2 | 3 | -7 | -9 | 3 | 4
COc1cc(C(=O)Nc2cnc(NC(=O)C(C)C)cc2C)cc(OC)c1OC | . | -5 | 0 | 11 | -1 | . | 32 | -4[fluorescence artefact?] | 5
COc1ccc(CCC(=O)Nc2nc3ccccc3[nH]2)cc1 | -2 | -1 | 2 | 7 | 2 | -2 | -21 | -5 | 1
CC(CN(C)Cc1ccccc1)OC(=O)C1COc2ccccc2O1 (centres undefined) | -1 | -12 | 0 | -1 | 2 | 2 | 27 | -2 | -5
O=C(CSc1n[nH]c(-c2ccccc2Br)n1)NC(=O)NCc1ccco1 | 3 | 2 | -3 | 16 | 1 | 5 | -5 | -2 | -1
Cc1c(Cc2ccccc2)c(=O)oc2c(C)c(OCc3nn[nH]n3)ccc12 | -3 | 6 | 1 | 13 | 0 | -31 | 0 | 31 | -2
Cc1nnc(SCC(=O)NCc2ccc3c(c2)OCO3)s1 | 2 | -6 | 3 | 5 | 9.5* | -1 | -2 | -2 | -5
CC(C)c1ccc(NC(=O)CCNS(=O)(=O)c2cccc3nonc23)cc1 | 174 | 14 | 1 | 10 | 2 | -2 | -17 | 12 | 1
O=C1/C(=C\c2cccnc2)Sc2ccccc21 | -54 | -6 | 4 | 0 | -2 | -14 | -6 | 13[fluorescence artefact?] | -3
Cc1ccc(OCC(=O)NC(=S)Nc2ccc(Br)cn2)cc1 | 1 | 19 | 16 | 3 | 0 | 0 | 2 | -10 | -9
COc1ccc(C(C)NC(=O)Cc2ccc(Br)cc2)cc1 (centres undefined) | 3 | 2 | 2 | 4 | 1 | 1 | -8 | 11[fluorescence artefact?] | -13
CC(=O)Nc1ccc(NC(=S)Nc2ccccc2)cc1 | -2 | 0 | 1 | 9 | 2 | 4 | 4 | 13[fluorescence artefact?] | -2
O=C(COc1ccccc1)Nc1nnc(-c2ccccc2)o1 | 7 | 7 | 8 | 14 | -1 | 3 | -11 | 2 | -5
Cc1ccc(N(Cc2cc3ccccc3[nH]c2=O)S(C)(=O)=O)cc1 | -3 | -3 | 17 | 4 | -3 | -1 | -3 | -1 | -7
Cn1c2[n+](c3ccc(Cl)cc3c1=O)Cc1ccccc1-2 | -12 | 1 | 24 | 3 | 3 | 0 | 6 | 20 | -1
O=C(/C=C/c1ccc([N+](=O)[O-])cc1)NCCc1ccccc1 | 0 | -5 | -19 | 2 | 3 | -2 | -5 | 0 | -9
COC(=O)C1CCN(C(=O)COC(=O)CC(NC(C)=O)c2ccccc2)CC1 (centres undefined) | -4 | 10 | 2 | 18 | 0 | -2 | -16 | -3[fluorescence artefact?] | 1
CC(C)CN(C(=O)CN1CCN(c2cccc(Cl)c2)CC1)c1c(N)n(CC(C)C)c(=O)[nH]c1=O | 1 | -2 | -5 | -6 | -1 | 2 | -16 | -2 | -5
Cc1c(NC(=S)NC(NC(=O)CC(C)C)C(Cl)(Cl)Cl)c(=O)n(-c2ccccc2)n1C (centres undefined) | 6 | 7 | 3 | 16 | 4 | 4 | -8 | 2[fluorescence artefact?] | -10
Cc1ccc(C2C(=O)N(C3CCC(C)CC3)CC(=O)N2C2CC2)cc1 (centres undefined) | -1 | 5 | 0 | 5 | 0 | 4 | -3 | 5 | -3
O=C(CSc1nnnn1-c1ccc2c(c1)OCCO2)N1CCN(C(=O)c2ccco2)CC1 | 1 | -1 | 27 | 9 | -2 | 3 | 4 | -2 | -5
CN(CC(=O)O)S(=O)(=O)c1ccc(F)cc1 | 6 | 6 | -6 | 11 | -1 | -4 | -8 | 7 | 3
O=C(c1cccs1)n1nc(-c2cccnc2)nc1NCc1ccco1 | -10 | 17 | -28 | 12 | -1 | -9 | -6 | 5 | 83*
CCN(CC)S(=O)(=O)c1cccc(-c2nnc(SC(C)C#N)n2Cc2ccccc2)c1 (centres undefined) | -4 | 1 | 2 | 8 | -2 | -2 | 0 | 6[fluorescence artefact?] | -6
CC1(C)Oc2ccc(C(=O)N3CCc4ccccc43)cc2N(CC(=O)N2CCCC2)C1=O | 4 | -1 | 1 | 10 | 0 | 1 | -2 | -2 | -3
Cc1noc2ncnc(N3CCCCC3)c12 | -2 | -4 | 17 | 0 | -3 | 0 | -10 | -7 | -5
O=C(CCn1c(=O)oc2ccccc21)Nc1ccc2c(c1)OCCO2 | -2 | 1 | 10 | 10 | . | 1 | 0 | -1 | -4
N#C/C(=C/c1ccc(-c2ccc(S(N)(=O)=O)cc2)o1)c1nc2ccccc2s1 | -143 | 1 | 4 | 5 | 2 | -57 | -25 | 65[fluorescence artefact?] | -5
COCc1nc(-c2ccc(-c3ccc(OC)cc3)nc2OC)no1 | 4 | 2 | 0 | 5 | -1 | 0 | -10 | 5 | -2

Arranged by number of heavy atoms (low to high): 4 of the compounds above
SMILES | Runt-SMMHC FRET | FXIa inh | Hck Nef HTS | FXIIa inh | Wee1 degr inh | Runt-CBFb FRET | KLK5 inh | 14-3-3 Bad inh | Thrombin inh
O=C(CCn1c(=O)oc2ccccc21)Nc1ccc2c(c1)OCCO2 | -2 | 1 | 10 | 10 | . | 1 | 0 | -1 | -4
N#C/C(=C/c1ccc(-c2ccc(S(N)(=O)=O)cc2)o1)c1nc2ccccc2s1 | -143 | 1 | 4 | 5 | 2 | -57 | -25 | 65[fluorescence artefact?] | -5
Cc1c(NC(=S)NC(NC(=O)CC(C)C)C(Cl)(Cl)Cl)c(=O)n(-c2ccccc2)n1C (centres undefined) | 6 | 7 | 3 | 16 | 4 | 4 | -8 | 2[fluorescence artefact?] | -10
CC1(C)Oc2ccc(C(=O)N3CCc4ccccc43)cc2N(CC(=O)N2CCCC2)C1=O | 4 | -1 | 1 | 10 | 0 | 1 | -2 | -2 | -3

High-throughput results from PubChem BioAssay.

Rows were taken by chance. About 4.2% of those tested had a hit in this group.
